From PubChem
Vif inh = blocks HIV Vif function; inhibition, % at 7.49 µM; 340,000 compounds, 0.35% hits; HEK293T cells, Vif self-association by quenched fluorescence, imaging, 24 h; in the data active = inhibition above about 50%, passing the limit was not always enough; also: some results filed as inactive read as strong as hits
Cardio protect = modulators protecting cardiomyocytes from myocardial damage; H9c2 cardiomyocytes, H2O2 injury protection, ATPLite, 2 h; protection from H2O2 cell death, % at 20 µM; 360,000 compounds, 0.63% hits;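 active = compounds giving at least 50% protection of heart cells from peroxide-induced death in the single-dose screen, raw or plate-pattern-corrected value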;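 also: 0% = DMSO wells with peroxide and 100% = DMSO wells without peroxide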
CaV13 FRET inh = Primary screen for inhibitors of IQ motif and Ca2+-dependent inactivation inhibitor domain binding in CACNA1D, Förster resonance energy transfer in living cells, …; HEK cells, CFP/YFP FRET ICDI-IQ, plate reader, 10 min; percent FRET-ratio fall versus neutral wells; inhibition, % at 12.3 µM; 340,000 compounds, 0.098% hits;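 active = mean replicate inhibition of at least 30% and at least 1% of replicates passing that level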;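 also: 0% = median of the neutral control wells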
MC4R ag barr = activates human MC4R beta-arrestin recruitment; U2OS MC4R beta-arrestin complementation, luminescence; percent of melanotan II response, DMSO zero; activation, % at 8.9 µM; 360,000 compounds, 0.98% hits;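 active = activation above a per-plate cutoff, the mean activation of sample wells on that plate plus 3 SD, cut at about 8% in these data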
ABCB6 inh 2 = blocks the human ABCB6 transporter; 360,000 compounds, 0.19% hits; fluorescence ratio to DMSO, % at 10 µM; K562-ABCB6 porphyrin accumulation, flow cytometry, 1 h; hits give low values; Q9NP58;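 active = fluorescence ratio to DMSO below 75%, the collection mean minus 3 SD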;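 also: signal is porphyrin accumulated inside mitochondria; 100% equals median channel fluorescence of DMSO control wells; lower ratio means ABCB6 inhibition with less porphyrin fluorescence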
Target sequence (Q9NP58 whole entry, looked up): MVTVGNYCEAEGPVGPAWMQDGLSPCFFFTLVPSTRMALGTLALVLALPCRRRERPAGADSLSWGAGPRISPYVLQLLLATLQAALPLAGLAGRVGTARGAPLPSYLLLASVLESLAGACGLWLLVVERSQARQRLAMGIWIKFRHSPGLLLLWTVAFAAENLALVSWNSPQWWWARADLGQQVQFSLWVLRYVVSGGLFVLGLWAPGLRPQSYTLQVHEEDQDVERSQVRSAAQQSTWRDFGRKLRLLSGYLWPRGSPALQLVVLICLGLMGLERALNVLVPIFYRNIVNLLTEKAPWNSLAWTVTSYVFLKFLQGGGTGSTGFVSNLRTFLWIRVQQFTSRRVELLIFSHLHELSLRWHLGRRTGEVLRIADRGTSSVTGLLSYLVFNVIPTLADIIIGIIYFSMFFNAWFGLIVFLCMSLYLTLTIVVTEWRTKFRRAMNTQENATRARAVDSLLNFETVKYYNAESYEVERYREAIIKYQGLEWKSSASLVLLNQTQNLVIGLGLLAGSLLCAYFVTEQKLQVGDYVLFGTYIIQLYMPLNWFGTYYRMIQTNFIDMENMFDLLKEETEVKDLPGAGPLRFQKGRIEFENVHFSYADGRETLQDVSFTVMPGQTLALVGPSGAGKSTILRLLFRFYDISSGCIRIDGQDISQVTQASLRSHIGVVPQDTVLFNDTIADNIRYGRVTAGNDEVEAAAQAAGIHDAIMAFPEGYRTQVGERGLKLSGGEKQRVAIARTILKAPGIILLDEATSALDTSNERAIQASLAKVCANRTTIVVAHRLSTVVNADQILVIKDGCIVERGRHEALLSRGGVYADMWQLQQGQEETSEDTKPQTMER
MC4R antag cAMP = blocks human MC4R cAMP signaling; P32245; MC4R-expressing cells, MTII-stimulated cAMP, LANCE TR-FRET; inhibition, % at 6.5 µM; 360,000 compounds, 0.48% hits;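 active = inhibition above its plate's cutoff, the mean of tested wells on that plate plus 3 SD, cut at about 29% in these data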;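 also: 0% = Melanotan II alone and 100% = Melanotan II plus saturating MCL0020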
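Assay system: U2OS-MC4R stable cell line; Also added: Melanotan II; Technique: Eu-cAMP/anti-cAMP TR-FRET, emission 671 nm; Times: 30-min compound, 1-h challenge, 1-h detection, room temperature.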
PDI inh = PDI (human) enzyme inhibition. 350,000 compounds, 0.052% hits. inhibition, % at 10 µM. P07237. PDI insulin aggregation turbidity, A650, 90 min. AID 588391;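 active = mean inhibition across replicates of 30% or more, whatever share of single replicates reach that level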;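 also: absorbance from insulin aggregation driven by PDI reduction with DTT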
N-glyco inh = blocks N-linked glycosylation in D54 reporter cells. reporter increase, % at 12.5 µM. D54 ERlucT glycosylation luciferase reporter, 24 h; percent of 100 nM tunicamycin response. 360,000 compounds, 0.23% hits;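 active = mean luciferase reporter signal, scaled so untreated is 0 and the glycosylation-blocking control 100, at or above a set limit in every replicate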;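 also: luciferase carries N-glycosylation sites so blocking glycosylation raises the light; 0% = median of neutral control wells and 100% = median of 100 nM tunicamycin wells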
aDG glyco act = increases alpha dystroglycan glycosylation; AID 624168; 360,000 compounds, 0.22% hits; Pro5-aDG cells, alpha-DG glycosylation AlphaScreen (IIH6); 0% Pro5, 100% B10-LARGE cell signal; activation, % at 10 µM;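 active = activation of at least 8% versus controls, or a plate z-score of at least 8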;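 also: Pro5 are CHO cells carrying HIG-tagged alpha-DG that lacks glycosylation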
HTR2A ag = activates the mouse 5-HT2A serotonin receptor | activation, % at 7.6 µM | AID 624169 | CHO-K1 mHTR2A beta-arrestin complementation, luminescence; percent of 30 µM serotonin response | P35363 | 360,000 compounds, 0.66% hits;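 active = activation above a run cutoff, the mean activation of all tested compounds plus 3 SD, cut at about 14% in these data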;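 also: 0% = plate median of compound wells and 100% = 30 µM serotonin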
* marks the source's active call; other numbers are inactive results; x = no result given. An unsorted share of the library; 3.6% or so of the library scored in one or more.

SMILES	Vif inh	Cardio protect	CaV13 FRET inh	MC4R ag barr	ABCB6 inh 2	MC4R antag cAMP	PDI inh	N-glyco inh	aDG glyco act	HTR2A ag
N#Cc1c(NC(=O)c2nc3ncccn3n2)sc2c1CCCCC2	-6	-18	-9	-1.0	93	-3	3	-2	-0.2	-5
CCc1ccccc1NC(=O)CN(C)C(=O)CSc1nc2cc(Cl)ccc2s1	-2	7	-3	5.2	101	13	7	1	0.0	-4
Cc1cn([C@H]2C[C@H](O)[C@@H](CCC(=O)NCc3cccc4ccccc34)O2)c(=O)[nH]c1=O	3	3	-3	x	101	x	x	0	0.0	4
COC(=O)C(NS(=O)(=O)c1ccc(F)cc1)c1ccccc1 (stereo not drawn)	-9	9	-5	2.6	100	5	12	-3	0.3	4
CC(C)CNc1ncnc2c1cnn2Cc1ccccc1Cl	-7	1	-4	-0.2	93	14	11	-1	-0.1	6
COc1ccccc1OCC(=O)N/N=C(\C)c1ccc2ccccc2c1	-11	7	-14	2.1	99	7	2	7	0.1	5
Cc1cc(=O)oc2cc(OCC(=O)Nc3cccc(S(=O)(=O)N(C)C)c3)ccc12	0	8	7	-2.8	93	11	0	1	-0.2	0
COc1ccc(OC)c(NC(=O)NCc2ccc(F)cc2)c1	-4	-1	-4	-0.7	94	8	-4	-3	0.4	-9
CN(CC(=O)Nc1ccc(Cl)cc1)C(=O)c1cccc(S(=O)(=O)NCc2ccccc2)c1	-2	10	x	0.9	98	4	-8	1	0.4	-7
COc1ccc(CCNC(=O)C2CCCN(S(=O)(=O)c3cnc[nH]3)C2)cc1OC (stereo not drawn)	21	0	0	0.3	108	-5	16	1	0.0	9
C=CCN(C(=O)CNC(=O)c1ccco1)C(C(=O)NC1CCCCC1)c1ccccc1 (stereo not drawn)	-10	21	-2	-0.9	90	14	4	1	0.8	-5
Cc1cccc(Cc2nnc(CCC(=O)NCc3ccncc3C)o2)c1	-3	5	-5	-3.7	101	0	-1	2	-0.4	1
Cc1onc(-c2ccccc2)c1C(=O)N1CCCC(C)(C(=O)NS(=O)(=O)C2CC2)C1 (stereo not drawn)	-5	-3	-11	1.0	91	10	-9	3	0.0	7
CCC(=O)Nc1c(-c2ccccc2Cl)c(=O)c2ccccc2n1CC	-11	9	-5	-0.1	97	-3	-1	2	0.0	7
CC(=O)c1ccc(OC2(C)CCN(Cc3ccc4c(c3)OCCO4)C2)cc1 (stereo not drawn)	13	2	-5	-1.1	92	-5	-4	3	0.0	-2
Cc1ccccc1NC(=O)Cn1nc(-c2ccc(Cl)s2)ccc1=O	-8	-1	-13	-0.2	104	-3	5	-2	0.2	8
CSc1ccccc1C(=O)C1CCCN(C(=O)CCN2CCCO2)C1 (stereo not drawn)	-8	-1	12	-0.9	103	20	4	-1	0.0	-2
Cc1cc(=O)oc2cc(OCC(=O)NCCCn3ccnc3)ccc12	-3	0	-5	1.9	96	-1	-2	-2	-0.5	4
CC(C)C(=O)Nc1cccc(C(=O)Nc2cc([N+](=O)[O-])ccc2F)c1	1	0	-4	-1.4	96	3	-9	2	3.6	3
Cc1cc(O)c(C=Nc2ccc(Cl)cn2)c(=O)o1	12	13	-7	0.2	96	11	-1	1	-0.1	2
O=C(NCCNC(=O)c1ccc(Cl)cc1Cl)c1ccco1	20	12	-3	1.1	98	-5	9	2	0.1	0
CCC1Sc2ccc(S(=O)(=O)N3CCN(c4ccccc4)CC3)cc2NC1=O (stereo not drawn)	16	-15	-12	2.3	98	4	3	-1	0.5	-10
CC(C)(C)c1cc(CCC(=O)Nc2ccncc2)cc(C(C)(C)C)c1O	-14	0	-5	0.7	103	13	9	-4	0.3	1
c1ccc(COc2ncnc3c2ncn3CCCNCCN2CCOCC2)cc1	x	5	-6	-1.9	97	0	-1	0	0.0	-2
CC(=O)c1ccc(N(C(=O)Cc2c[nH]c3ccccc23)C(C(=O)NC2CCCCC2)c2cccs2)cc1 (stereo not drawn)	-17	3	-6	-1.4	106	6	7	1	-0.2	-2
CCCC(=O)N=C1SC2CS(=O)(=O)CC2N1c1ccc(C(C)=O)cc1 (stereo not drawn)	x	2	2	1.7	93	6	-4	1	0.7	2
CCN(CC)S(=O)(=O)c1cc(NC(=O)C(C)N2CCN(Cc3ccc4c(c3)OCO4)CC2)ccc1C (stereo not drawn)	-5	-2	-5	0.8	98	-1	-2	3	-0.2	-3
COc1cccc(Oc2ccc(OC)cc2C(=O)O)c1	5	6	-5	0.0	96	18	-1	-2	0.0	5
Cc1ccc(C(=O)N(C)CCOc2ccccc2)cc1S(=O)(=O)N1CCOCC1	-6	-4	-2	-1.6	92	15	4	3	-0.2	10
O=S(=O)(Nc1cccnc1)c1ccc(Br)c2ccccc12	-3	-3	-4	0.7	101	25	2	1	0.0	-3
N#CC1C(=O)NC(=O)C(C#N)C12CCCc1sccc12 (stereo not drawn)	-3	7	-5	-1.0	102	4	2	0	0.0	8
CCc1nc(SCC(=O)NCC2CCCO2)c2c(=O)n(C)c(=O)n(C)c2n1 (stereo not drawn)	-1	9	-6	0.2	103	-1	-19	1	0.9	7
CCC1CCCCN1CCCNC(=O)c1ccc2nc(N3CCC(C)CC3)sc2c1 (stereo not drawn)	-8	0	-2	0.9	89	-2	6	2	3.0	4
Cc1ccc(Cn2cnc3c(nnn3Cc3ccc(Cl)cc3)c2=O)cc1	4	6	-5	5.5	100	6	-4	-5	0.3	-6
COc1ccccc1NC(=S)NC(=O)Cc1ccc(Cl)cc1	20	-4	-21	3.8	99	-3	9	0	0.0	-4
CCOC(=O)c1cnn(-c2ccccc2)c1NC(=O)CCl	-5	2	7	-1.7	98	1	-5	1	0.3	-3
COc1ccc(CN(C)C(=O)c2cc(-c3ccccc3)nc3ccc(C)cc23)c(OC)c1OC	-18	50	x	0.7	105	5	0	-6	-0.7	5
O=C(N/N=C/c1ccco1)C1CCCC1	-4	1	x	2.4	94	5	10	-2	-0.2	3
Cc1ccc(CNC(=O)CCC2CCCN(C(=O)CCC(F)(F)F)C2)o1 (stereo not drawn)	-5	8	-4	-1.6	95	2	2	1	0.6	1
O=[N+]([O-])c1ccccc1/C=C/c1ccc2ccccc2n1	-16	-6	-3	-0.8	92	3	2	-8	-0.3	-2
Cc1c(NS(=O)(=O)c2cccc(C(=O)Nc3cccc(F)c3)c2)c(=O)n(-c2ccccc2)n1C	1	-3	-5	0.7	100	6	10	3	0.1	5
O=C(N/N=C/c1ccccn1)c1cc(-c2ccc(Br)s2)[nH]n1	6	47	-3	4.2	96	2	11	1	0.2	-8
CCCN1CCN(CCCNC(=O)CCn2nc(-c3ccccc3)ccc2=O)CC1	-3	3	7	-1.2	98	2	3	0	0.0	4
CCc1c(C(=O)Nc2ccccc2)c(C)[nH]c(=S)c1C#N	4	0	-11	-0.9	89	4	-1	3	0.0	2
NS(=O)(=O)c1ccc(NC(=S)NCc2ccc(F)cc2)cc1	-1	9	-4	-3.0	98	5	-2	-1	0.1	-2
Cc1cccc(S(=O)(=O)Nc2nc3ccccc3nc2Nc2cccc(C(=O)O)c2)c1	2	-4	-7	-2.5	97	-1	-3	1	-0.1	2
Cc1ccc(C)c(Nc2nc3ccccc3n3cnnc23)c1	-11	30	-19	-4.3	91	0	-2	16	-0.1	1
CCCCNC(=O)CSc1nc2cc3c(cc2c(=O)n1CCC(=O)NCCc1ccc(OC)c(OC)c1)OCO3	5	9	0	-1.9	98	7	1	3	0.0	0
N/C(=N\OC(=O)COc1ccc(Br)cc1)c1cccnc1	1	-2	-5	0.2	101	5	5	0	0.2	0
COCCNC(=O)C1CCCN(Cc2ccccc2)CC1 (stereo not drawn)	3	3	-6	-0.2	100	0	-2	-1	0.0	4
CC(C(=O)NC1CCCCC1)N(Cc1ccccc1)C(=O)c1snc(C(N)=O)c1N (stereo not drawn)	-21	4	-5	-0.7	104	8	2	-1	0.0	1
Cc1nc2ccccc2nc1NS(=O)(=O)c1ccc(N)cc1	5	4	-10	-1.0	93	-6	0	1	0.0	8
COc1cc(OC)c2c(C)cc(=O)oc2c1C(CCN1CCOCC1)c1ccc(N(C)C)cc1 (stereo not drawn)	9	3	-5	1.3	103	4	-1	-2	-0.2	-4
O=C(NCc1ccccn1)c1cn(CCc2ccccc2)nn1	6	-1	x	0.2	89	-2	-1	0	-0.3	-4
CCOC(=O)C1=C(C)c2ccccc2N(S(=O)(=O)C(F)(F)F)C1C(=O)OCC (stereo not drawn)	x	-3	-7	-0.5	98	5	-7	4	0.0	-2
O=C(CNc1ccccc1F)Nc1cccc(S(=O)(=O)N2CCCCC2)c1	-1	-4	-2	-1.6	92	2	-1	0	-0.2	-6
O=C(O)/C=C/c1cccc(NC(=O)Nc2ccc([N+](=O)[O-])cc2)c1	-2	-8	-19	-3.2	90	-1	-4	0	0.0	-10
O=c1[nH]c(=S)n(-c2cccc(Cl)c2)c(O)c1/C=N/N1CCOCC1	7	2	-5	-1.2	97	-1	3	4	-0.2	-2
Cc1c2cnn(CC(=O)NCCCN3CC(C)CC(C)C3)c(=O)c2c(C)n1Cc1ccc(Cl)cc1 (stereo not drawn)	-2	0	-3	1.2	103	5	-8	-4	0.1	-2
COc1ccc(CCNC(=O)COC(=O)/C=C/c2cccs2)cc1OC	-1	-5	6	-0.5	92	-1	-11	1	-0.1	0
(listing goes on)
SMILES	Vif inh	Cardio protect	CaV13 FRET inh	MC4R ag barr	ABCB6 inh 2	MC4R antag cAMP	PDI inh	N-glyco inh	aDG glyco act	HTR2A ag
O=C(Nc1ccc(Cc2ccc(NC(=O)Nc3cccnc3)cc2)cc1)Nc1cccnc1	-5	-7	-3	5.2	99	12	-3	-1	0.3	-3
Clc1ccccc1-c1nc(/C=N/N2CCOCC2)c2ccccn12	0	3	-3	-2.3	100	-7	-1	1	0.5	4
CCOc1ccc(C2NC(=O)C(C#N)=C(S)N2c2ccc(OC)cc2)cc1OC (stereo not drawn)	20	9	x	1.1	102	-1	-3	-1	0.1	1
CC1=C(C(=O)NC(C)CCc2ccccc2)C2(CCC(C)CC2)OC1=O (stereo not drawn)	9	-4	-7	1.0	99	1	-8	-1	1.2	5
COCCNC(=O)c1cc(S(=O)(=O)N2CCOCC2)ccc1SCc1cccc(OC)c1OC	-1	-1	-3	-2.5	99	2	3	4	0.0	7

Part of the list above, as labelled records:
> CCOc1ccc(C2NC(=O)C(C#N)=C(S)N2c2ccc(OC)cc2)cc1OC (stereo not drawn)
- Vif inh: 20
- Cardio protect: 9
- CaV13 FRET inh: x
- MC4R ag barr: 1.1
- ABCB6 inh 2: 102
- MC4R antag cAMP: -1
- PDI inh: -3
- N-glyco inh: -1
- aDG glyco act: 0.1
- HTR2A ag: 1
> CC1=C(C(=O)NC(C)CCc2ccccc2)C2(CCC(C)CC2)OC1=O (stereo not drawn)
- Vif inh: 9
- Cardio protect: -4
- CaV13 FRET inh: -7
- MC4R ag barr: 1.0
- ABCB6 inh 2: 99
- MC4R antag cAMP: 1
- PDI inh: -8
- N-glyco inh: -1
- aDG glyco act: 1.2
- HTR2A ag: 5
